From PubChem BioAssay
Mtb FBA inh: Mtb fructose-bisphosphate aldolase inhibition; purified M. tuberculosis FBA, fluorescence read-out; 360,000 compounds, 2.3% hits; inhibition, % at 1 µM; P9WQA3; in the data active = inhibition above about 27%;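 also: 0% = vehicle and 100% = reference inhibitor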
Target sequence (P9WQA3 whole entry, looked up): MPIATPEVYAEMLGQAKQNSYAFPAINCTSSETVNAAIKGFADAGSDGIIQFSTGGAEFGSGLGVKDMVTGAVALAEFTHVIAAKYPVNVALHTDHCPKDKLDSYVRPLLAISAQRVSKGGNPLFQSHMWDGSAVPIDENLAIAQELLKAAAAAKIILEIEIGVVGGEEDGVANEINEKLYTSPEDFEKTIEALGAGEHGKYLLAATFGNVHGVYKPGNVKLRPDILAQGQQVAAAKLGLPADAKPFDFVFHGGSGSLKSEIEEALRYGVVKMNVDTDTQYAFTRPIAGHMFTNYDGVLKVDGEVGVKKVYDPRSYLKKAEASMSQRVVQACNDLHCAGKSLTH
Anthrax LF prot: inhibitors of Bacillus anthracis lethal factor protease | 360,000 compounds, 0.12% hits | multiplex microsphere protease cleavage assay, LF | P15917 | inhibition, % at 10 µM; also: plate controls were buffer without enzyme for full effect and enzyme alone for no effect
PfHsp40 rescue: rescue of PfHsp40-mediated yeast toxicity; S. cerevisiae expressing PfHsp40, growth rescue, ATP luminescence; 340,000 compounds, 0.68% hits; AID 504582; growth rescue, % at 12.5 µM; in the data active = growth rescue above about 28%, passing the limit was not always enough;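 also: yeast W303a lacking pdr1 and pdr3 grown in galactose medium; growth measured after three days at 30 °C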
BioA inh: blocks M. tuberculosis BioA enzyme activity; purified M. tuberculosis BioA enzyme, plate reader; inhibition, % at 9.99 µM; 360,000 compounds, 0.096% hits; AID 602481; in the data active = inhibition above about 40%
BoNT-F LC inh: BoNT F light chain protease inhibition | Multiplex microsphere protease cleavage assay, flow cytometry | inhibition, % at 10 µM | 360,000 compounds, 0.22% hits | AID 588497; in the data active = inhibition above about 35%, passing the limit was not always enough; also: plate controls were buffer without enzyme for full effect and enzyme alone for no effect
Mtb UGM inh: Mtb UDP-galactopyranose mutase inhibition; P9WIQ1; purified UGM, fluorescence polarization probe displacement; AID 504406; 320,000 compounds, 0.06% hits; inhibition, % at 10 µM; in the data active = inhibition above about 10%, passing the limit was not always enough
Target sequence (P9WIQ1 whole entry, looked up): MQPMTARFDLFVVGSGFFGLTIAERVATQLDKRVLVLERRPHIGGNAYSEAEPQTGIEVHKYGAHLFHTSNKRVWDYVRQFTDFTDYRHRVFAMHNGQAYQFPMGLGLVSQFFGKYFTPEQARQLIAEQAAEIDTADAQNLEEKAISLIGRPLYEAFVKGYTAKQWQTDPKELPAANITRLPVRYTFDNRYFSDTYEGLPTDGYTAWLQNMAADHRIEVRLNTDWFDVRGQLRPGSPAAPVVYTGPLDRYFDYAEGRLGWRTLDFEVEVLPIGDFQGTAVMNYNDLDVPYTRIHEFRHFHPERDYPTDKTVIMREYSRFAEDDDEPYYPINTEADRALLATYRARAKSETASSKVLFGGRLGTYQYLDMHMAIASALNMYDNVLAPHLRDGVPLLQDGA
GDH-TPI counter: GDH-TPI coupled enzyme inhibition counter-screen; inhibition, % at 4.8 µM; 360,000 compounds, 1.2% hits; GDH-TPI coupled enzyme counterscreen, NADH absorbance; in the data active = inhibition above about 30%;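 also: 0% = DMSO wells and 100% = wells lacking the enzyme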
FadD28 binding: blocks FadD28 binding to the bisubstrate probe; AID 588549; fluorescence polarization; 360,000 compounds, 0.22% hits; inhibition, % at 12.5 µM; in the data active = inhibition above about 8.5%, passing the limit was not always enough
BoNT A protease: BoNT A light chain protease inhibition. inhibition, % at 10 µM. 360,000 compounds, 0.17% hits. multiplex microsphere protease substrate cleavage, flow cytometry; also: plate controls were buffer without enzyme for full effect and enzyme alone for no effect
* marks the source's active call; other numbers are inactive results; . = no result given. Rule as the data show it, unless noted: active = inhibition above about 30%; inconclusive = no clear call, values can overlap the other calls; inactive = below that.

SMILES	Mtb FBA inh	Anthrax LF prot	PfHsp40 rescue	BioA inh	BoNT-F LC inh	Mtb UGM inh	GDH-TPI counter	FadD28 binding	BoNT A protease
Cc1cccc(C(=O)NN2S(=O)(=O)c3ccccc3S2(=O)=O)c1	-2	-6	-1.3	-0.6	0	-0.1	6	0.3	-0.4
CCOC(CCn1c(SCc2ccc([N+](=O)[O-])cc2)nc2ccccc2c1=O)OCC	-3	-1	2.2	.	-1	-3.5	13	-0.3	-0.4
Cc1cc(OCC(=O)OCC(=O)N(C)C2CCS(=O)(=O)C2)ccc1Cl (stereo unspecified)	0	3	-0.7	-0.9	-9	.	-4	-2.8	-2.9
Cc1ccc(NC(=O)Cn2c(=O)c(C)nc3ccccc32)cc1	2	-2	0.9	.	0	-3.6	-2	-3.9	0.4
CCc1ccc(OC(=O)CN2C(=O)c3ccccc3C2=O)cc1	1	-8	1.7	-2.8	-15	1.5	-5	-0.6	-1.6
O=C(NNC1=NCCC1)c1cccc(S(=O)(=O)N2CCCC2)c1	0	-1	0.0	-1.9	-1	1.4	3	0.0	-0.4
Cc1nc2n[nH]c(N)c2c2c1CCCC2	1	-3	0.7	-0.6	3	1.8	7	-2.4	-0.6
COc1ccccc1-n1cc(-c2ccc(Br)cc2)[nH]c1=S	3	-2	0.0	-1.1	19	-0.2	7	-1.2	-1.4
CC(=O)C1C(c2ccc(C)cc2)c2c(noc2C)CC1(C)O (stereo unspecified)	6	-2	1.2	.	-3	-2.0	3	1.1	-1.0
COC(=O)c1ccc2c(=O)n(Cc3ccco3)c(SCC(=O)Nc3ccccc3Cl)nc2c1	4	-8	0.1	-0.1	9	5.1	2	1.1	1.9
CCC(C)NC(=O)CC(c1ccc(OC)cc1)n1cccc1 (stereo unspecified)	6	1	1.2	8.6	4	1.2	-6	-1.6	0.0
CN(Cc1ccccc1)S(=O)(=O)c1ccc(OCC(=O)NCc2cccnc2)cc1	2	-3	0.4	-1.1	-4	-0.5	12	0.2	-2.4
C/C(=N\Nc1cccc(C(=O)O)c1)c1ccc(Cl)s1	-2	0	0.5	2.0	-3	-1.1	15	3.4	-1.0
CC1(Cc2ccc3c(c2)OCO3)C(=O)Nc2ccc(-c3cccc(C(F)(F)F)c3)cc21 (stereo unspecified)	0	-3	.	-2.4	-5	.	-5	-1.8	0.3
O=C(O)c1ccccc1Cc1nc2cc(Cl)ccc2c(=O)[nH]1	-3	-2	0.4	.	-4	1.3	-7	-3.0	-0.6
O=C(COc1ccc([N+](=O)[O-])cc1)NNC(=S)NC(=O)c1ccc(Br)cc1	-1	0	-1.6	.	-2	1.5	10	1.4	-0.9
COc1ccc(CCN2CC(C(=O)NCc3cnn(C)c3)CCC2=O)cc1 (stereo unspecified)	-1	-9	.	.	-6	.	4	-2.0	0.0
COc1ccc(OC)c(S(=O)(=O)N2CCN(c3ccccc3OC)CC2)c1	3	7	-0.8	-7.8	20	0.1	1	-16	0.1
CC(C)c1ccc(C(=O)OC2CCOC2=O)cc1 (stereo unspecified)	-2	3	-1.1	1.9	4	-0.4	-11	-5.7	-0.5
COc1ccc(Br)cc1C(=O)Nc1cccc(NC(=O)c2ccco2)c1	1	-8	12	.	-2	0.4	1	-14	-0.5
CCN1C(=O)/C(=C\N2CCCc3ccccc32)SC1=S	-7	3	1.0	1.1	-2	-1.0	-10	-4.1	1.1
CC(=O)NC(Nc1c(C)n(C)n(-c2ccccc2)c1=O)C(Cl)(Cl)Cl (stereo unspecified)	-1	2	-1.0	.	-2	2.1	9	-0.9	-0.8
CC(C)c1ccc(N(CC(=O)NCCCN2CCOCC2)S(=O)(=O)c2ccccc2)cc1	3	-4	0.7	-0.4	2	.	7	0.6	0.2
CN1CCN(C(CNC(=O)C(=O)Nc2ccc3c(c2)OCO3)c2ccc(F)cc2)CC1 (stereo unspecified)	-1	2	1.7	-0.3	-2	-0.7	1	-1.0	0.1
COc1ccc(Cl)cc1N(CC(=O)NCC(C)C)S(=O)(=O)c1ccc(C)c([N+](=O)[O-])c1	3	-2	0.0	-1.1	6	0.8	-1	1.1	0.3
COc1cccc(OCC(=O)N(C)Cc2nc(-c3ccccc3)no2)c1	3	-2	-0.2	3.6	-5	0.3	5	-0.6	0.8
CCOc1ccccc1C1C(C(=O)Nc2ccc(OC)cc2)=C(C)Nc2nc(CCCO)nn21 (stereo unspecified)	12	0	0.1	-2.3	-1	0.4	8	-0.5	0.1
CCN(CC)S(=O)(=O)c1ccc(C(=O)NCc2cccs2)cc1	0	2	1.2	-3.7	-1	1.0	4	-0.7	0.7
O=C(CCCOc1ccc(Cl)cc1Cl)Nc1cc(S(=O)(=O)N2CCOCC2)ccc1N1CCOCC1	4	-1	-0.9	0.9	-6	.	20	-0.4	0.3
O=C(Cc1ccccc1[N+](=O)[O-])NCCC1=CCCCC1	0	-8	0.2	.	-4	1.6	1	-0.5	-1.1
Cc1[nH]c2ccccc2c1N=Nc1ccccc1C(=O)O	8	2	-0.8	0.4	-9	1.5	-4	4.1	-1.1
COC(=O)c1cc2c(ccn2-c2ccc(F)cc2)n1C(C)C	1	2	2.0	-1.1	4	-0.9	2	-2.5	-0.2
Clc1ccccc1SCc1nc2ccccc2[nH]1	-3	-3	-0.5	0.4	-6	1.3	0	-5.1	-4.0
C[C@H](CO)N1C[C@H](C)[C@@H](CN(C)Cc2ccc(C(=O)O)cc2)Oc2c(NC(=O)Cc3ccccc3)cccc2C1=O	-1	-3	11	-0.1	5	-1.6	2	-0.5	-0.2
CC1Cc2cc(C(=O)O)ccc2O1 (stereo unspecified)	0	2	0.5	-1.6	3	-1.2	1	-2.1	0.1
N#CC1=C(N)C(C#N)(C#N)[C@H](c2cccnc2)[C@H]2CN(C(=O)OCc3ccccc3)CC=C12	7	-1	-0.2	2.8	-2	-1.8	12	-2.6	0.3
COc1cc(CN2C[C@@H](CO)O[C@@H](n3cnc4c(NC5CCCC5)ncnc43)C2)cc(OC)c1OC	5	0	.	2.2	5	.	10	-0.9	-0.1
CCC1C(C#N)=C(SCC(N)=O)NC2=C1C(=O)CC(C)(C)C2 (stereo unspecified)	-1	-9	.	18	-3	-0.1	16	-1.3	0.2
Cc1onc(-c2ccccc2)c1C(=O)NC(C)c1ccccc1 (stereo unspecified)	2	-3	-1.9	.	-10	-2.3	-1	2.4	0.3
COc1ccc(C(=O)CN2C(=O)NC(C)(c3ccc(C)cc3)C2=O)cc1OC (stereo unspecified)	4	-3	0.4	7.0	-10	0.5	0	-1.6	-0.8
CC1CCN(CC(O)COC2CCC(C(C)(C)C)CC2)CC1 (stereo unspecified)	8	-7	0.5	-1.1	-10	-2.1	-5	-22	-1.3
Nc1nc(NCc2ccccc2)nc(Nc2ccc(F)cc2)c1[N+](=O)[O-]	-1	2	0.0	-2.2	10	-0.7	7	-3.0	7.7
Cc1cc(C(=O)CN2C(=O)c3ccccc3C2=O)c(C)n1Cc1cccs1	-1	-1	-0.5	-3.0	-3	-2.8	-9	-3.0	-4.4
Cn1c(N)c(C(=O)COC(=O)c2cccs2)c(=O)n(C)c1=O	-2	-4	-1.0	0.1	-1	-0.5	5	-0.6	-0.6
Cc1cc([N+](=O)[O-])c(C(C)(C)C)cc1N	4	-3	-1.3	0.5	-15	-2.4	3	0.0	-0.5
O=C(Cn1cnc2ccccc2c1=O)Nc1nc2ccccc2s1	-2	0	-2.1	.	-6	-0.2	4	-2.3	0.1
CNC(=O)COC(=O)CNC(=O)c1cc(Cl)cc([N+](=O)[O-])c1	2	-5	-0.3	.	-3	1.8	4	0.4	0.1
COc1cccc(OCC(O)CO)c1 (stereo unspecified)	2	-5	-0.3	-0.5	-7	3.7	-5	-1.3	-1.0
OCCNc1nc(Nc2ccc(Cl)cc2)nc(N2CCCC2)n1	2	-6	0.8	-0.6	0	0.3	1	-2.1	-0.4
CCOC(=O)C(=O)N(C)c1c(CC)nc2c(OCc3ccc(OC)cc3)cccn12	0	-4	.	2.1	3	.	3	-4.2	-0.2

Following part:
SMILES	Mtb FBA inh	Anthrax LF prot	PfHsp40 rescue	BioA inh	BoNT-F LC inh	Mtb UGM inh	GDH-TPI counter	FadD28 binding	BoNT A protease
CN1C(=O)C(CC(=O)Nc2ccccc2)S/C1=N/c1nccs1 (stereo unspecified)	0	-1	-1.2	.	1	-0.8	-3	-4.7	0.8
Cc1ccc(C(=O)Nc2oc(-c3ccccc3)cc2C#N)cc1	11	-1	-0.1	-1.8	10	-0.7	12	0.0	0.8
CCCn1c(SCC(=O)O)nc2ccccc21	1	-7	-0.4	0.5	1	-1.1	3	1.4	1.2
O=C(C1CCCN(S(=O)(=O)Cc2ccccc2)C1)N1CCCCC1 (stereo unspecified)	1	-2	-1.3	1.5	-10	-1.9	8	-0.9	-0.3
O=C(Cn1c(=O)[nH]c2ccsc2c1=O)NC1CCCCC1	1	6	-0.5	.	2	-0.6	13	0.1	-2.0
COc1ccc(OC)c(CN2CCN(c3ccc(S(=O)(=O)N4CCCC4)cn3)CC2)c1	3	2	0.0	0.3	-3	3.4	30	-0.8	1.5
CN(Cc1ccccc1)S(=O)(=O)c1ccc(NC(=S)NC(=O)C(C)(C)C)cc1	1	-4	0.8	-0.2	9	1.8	-6	-1.5	0.7
OCCNc1nc2ccccc2n1CC(O)c1ccccc1 (stereo unspecified)	-2	-4	-0.2	.	1	-2.9	0	-2.9	-0.5
CC(NC(=O)Nc1ccccc1)C(c1cccs1)N1CCN(C)CC1 (stereo unspecified)	-2	3	-0.7	-1.0	-10	2.4	12	0.5	0.0
CCn1c(O)c(N=Nc2cccc(S(=O)(=O)N3CCOCC3)c2)c(=O)n(CC)c1=S	3	-10	2.2	.	5	-0.8	3	-1.1	0.1
CCCS(=O)(=O)NC(=O)C1(C)CCN(C(=O)c2ccccc2OC)C1 (stereo unspecified)	-2	-4	.	-1.3	-5	.	-2	-2.0	0.1
Cc1oc(-c2ccc(Cl)cc2)nc1CS(=O)CC(=O)NCCCN1CCN(Cc2ccccc2)CC1 (stereo unspecified)	-1	-2	1.7	2.4	2	1.1	-2	-2.3	0.1

Of the compounds above, these contain a Cl atom:
SMILES	Mtb FBA inh	Anthrax LF prot	PfHsp40 rescue	BioA inh	BoNT-F LC inh	Mtb UGM inh	GDH-TPI counter	FadD28 binding	BoNT A protease
Cc1cc(OCC(=O)OCC(=O)N(C)C2CCS(=O)(=O)C2)ccc1Cl (stereo unspecified)	0	3	-0.7	-0.9	-9	.	-4	-2.8	-2.9
COC(=O)c1ccc2c(=O)n(Cc3ccco3)c(SCC(=O)Nc3ccccc3Cl)nc2c1	4	-8	0.1	-0.1	9	5.1	2	1.1	1.9
C/C(=N\Nc1cccc(C(=O)O)c1)c1ccc(Cl)s1	-2	0	0.5	2.0	-3	-1.1	15	3.4	-1.0
O=C(O)c1ccccc1Cc1nc2cc(Cl)ccc2c(=O)[nH]1	-3	-2	0.4	.	-4	1.3	-7	-3.0	-0.6
CC(=O)NC(Nc1c(C)n(C)n(-c2ccccc2)c1=O)C(Cl)(Cl)Cl (stereo unspecified)	-1	2	-1.0	.	-2	2.1	9	-0.9	-0.8
COc1ccc(Cl)cc1N(CC(=O)NCC(C)C)S(=O)(=O)c1ccc(C)c([N+](=O)[O-])c1	3	-2	0.0	-1.1	6	0.8	-1	1.1	0.3
O=C(CCCOc1ccc(Cl)cc1Cl)Nc1cc(S(=O)(=O)N2CCOCC2)ccc1N1CCOCC1	4	-1	-0.9	0.9	-6	.	20	-0.4	0.3
Clc1ccccc1SCc1nc2ccccc2[nH]1	-3	-3	-0.5	0.4	-6	1.3	0	-5.1	-4.0
CNC(=O)COC(=O)CNC(=O)c1cc(Cl)cc([N+](=O)[O-])c1	2	-5	-0.3	.	-3	1.8	4	0.4	0.1
OCCNc1nc(Nc2ccc(Cl)cc2)nc(N2CCCC2)n1	2	-6	0.8	-0.6	0	0.3	1	-2.1	-0.4
Cc1oc(-c2ccc(Cl)cc2)nc1CS(=O)CC(=O)NCCCN1CCN(Cc2ccccc2)CC1 (stereo unspecified)	-1	-2	1.7	2.4	2	1.1	-2	-2.3	0.1

No enrichment for hits; any-hit rate near 4.7%.
